Bioassay records as filed in PubChem BioAssay.
PKM2 activator: qHTS Assay for Activators of Human Muscle isoform 2 Pyruvate Kinase; 260,000 tested, 0.34% active; purified PKM2, Kinase-Glo ATP luminescence, activation; response scale: 0% is enzyme alone, no compound; AID 1631, 2009; Potency, µM (titrated, usually from 57.5 µM), for inactives: at the highest dose activation, hits mostly activators; further: potency means the concentration at half of the fitted maximal effect; on the % scale 0 is the no-effect control and ±100 the full control effect; nearly all actives have a fitted effect of over 55% in size
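Kinase-Glo luminescence reports ATP generated from ADP (0.1 mM) and PEP (0.5 mM) by purified hPK-M2 after 1 h at room temperature, pH 7.2 imidazole buffer; intermediate enzyme activity allows detecting inhibitors and activators.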
Coupling enz: qHTS Assay for Inhibitors of Fructose-1,6-bisphosphate Aldolase from Giardia Lamblia: Coupling assay counterscreen. coupling enzyme system counterscreen, AmpLite Red fluorescence. 290,000 tested, 0.67% active. activity change, negative = inhibition, % at 58.2 µM, hits read low. AID 2472, 2010; in the data active means activity change below about -30%; further: on the % scale 0 is the no-effect control and ±100 the full control effect
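Counterscreen lacking aldolase: glyceraldehyde-3-phosphate coupling-enzyme reagent preincubated 10 min at RT with compound (at 57.5 uM final), then substrate/coupling system with AmpLite Red added; fluorescence read at 525/598 nm after 20 min RT.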
Menin-MLL TR inh: qHTS Assay for Inhibitors Targeting the Menin-MLL Interaction in MLL Related Leukemias: Competition With Texas Red Labeled MLL-derived Mutant Peptide; O00255; AID 1768, 2009; Menin + Texas Red MLL mutant peptide, fluorescence polarization; Potency, µM (highest dose often 61.6 µM), for inactives: at the highest dose FP activity change, negative = inhibition, most hits filed as inhibitors; 270,000 tested, 0.23% active; active means well fitted inhibition curve with a large enough effect in the polarisation, with a control signal flat, not every such curve was filed as active; inconclusive means small, poorly fitted or top-dose-only effect, or effect the other way, or a change in a side signal; inactive means no such curve, though single readings can be large or run the other way; the % refers to the polarisation; further: potency means the concentration at half of the fitted maximal effect; % of control where 0% means no effect; many of its hits are not listed in these tables
USP2a inh: qHTS Assay for Inhibitors of Ubiquitin-specific Protease USP2a Using CHOP2 as the Reporter; Ubiquitin carboxyl-terminal hydrolase 2 (Homo sapiens), O75604; AID 463254, 2010; Potency, µM (doses to about 38.3 µM), for the others: at the top dose activity change, negative = inhibition, usual class: inhibitors; USP2 core, Ub-CHOP2 coupled fluorogenic reporter, 485/531; 330,000 tested, 0.01% active;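 further: potency means the concentration at half of the fitted maximal effect; plate controls were DMSO wells for no effect and full inhibition by NEM control for full effect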
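USP2 core (10nM final) preincubated 30min RT with compound in 20mM Tris-HCl pH 8.0, 2mM CaCl2, 2mM beta-mercaptoethanol, 0.05% CHAPS; 25nM Ub-CHOP2 plus 25nM reporter substrate added, fluorescence (Ex485/Em531) read after 60min.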
GALK inh: qHTS Assay for Inhibitors of Human Galactokinase (GALK). 270,000 tested, 0.007% active. P51570. Potency, µM (titrated, usually from 57.5 µM), inactives show at the top dose activity change, negative = inhibition, usual class: inhibitors. Purified GALK, Kinase-Glo residual ATP luminescence; further: potency means the concentration at half of the fitted maximal effect; on the % scale 0 is the no-effect control and ±100 the full control effect
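Galactose (100 uM) and ATP (35 uM) were turned over by 5 nM GALK for 1 h at RT. Kinase-Glo Plus then converted the remaining ATP into a luminescent signal.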
MLL CXXC-DNA inh: qHTS Fluorescence Polarization Assay for Inhibitors of MLL CXXC domain - DNA interaction. 290,000 tested, 0.037% active. Potency, µM (titrated, usually from 115 µM), for the others: at the top dose activity change, negative = inhibition, usual class: inhibitors. Histone-lysine N-methyltransferase 2A (Homo sapiens), Q03164. AID 2662, 2010. MLL-CXXC / FITC-HOXA9 DNA fluorescence polarization; active means well fitted inhibition curve with a large enough effect in the polarisation, with a control signal flat, not every such curve was filed as active; inconclusive means small, poorly fitted or top-dose-only effect, or effect the other way, or a change in a side signal; inactive means no such curve, though single readings can be large or run the other way; the % refers to the polarisation; further: potency means the concentration at half of the fitted maximal effect
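Purified MLL-CXXC (added from a 7 uM solution) was preincubated 5 min at ambient with pinned compounds in 50 mM Tris-HCl pH 7.5, 50 mM NaCl, 1 mM DTT, 0.05% BSA. Fluorescein-labeled HOX-A9 DNA (50 nM solution) followed, 30 min, then polarization read.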
B2AR arrestin: qHTS assay of beta-arrestin-biased ligands of beta2-adrenergic receptor. beta-arrestin recruitment to beta2AR, cell-based reporter. Potency, µM (titrated, usually from 46.1 µM), for the others: at the top dose activation, hits mostly activators. 330,000 tested, 0.02% active. AID 492947, 2010;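 further: potency means the concentration at half of the fitted maximal effect; 0% = DMSO controls and full agonism = EC100 isoproterenol or metaproterenol; nearly all actives have a fitted effect of over 65% in size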
KCNH2 WT inh: qHTS for Inhibitors of KCHN2 3.1: Wildtype qHTS. Voltage-gated inwardly rectifying potassium channel KCNH2 (Homo sapiens), Q12809. U2OS, BacMam KCNH2, thallium flux FluxOr; active compounds read low. activity change, % at 1.84 µM. 340,000 tested, 0.37% active;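 active means maximum activity change below -70%; inconclusive means maximum activity change between -70% and -50%; inactive means maximum activity change above -50%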; further: on the % scale 0 is the no-effect control and ±100 the full control effect
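U2OS cells transduced with wild-type KCNH2 virus are loaded with FluxOr dye for 45 min, and thallium flux is measured in kinetic reads before and after stimulation buffer. Rate constants are normalized to DMSO controls.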
KCNH2 3.1 block: qHTS for Inhibitors of KCHN2 3.1: Mutant qHTS; Potassium voltage-gated channel subfamily H member 2, brain isoform KCNH2 3.1 (human); U2OS KCNH2 3.1, thallium flux FluxOr; active compounds read low; activity change, % (tested at about 1.8 µM); 340,000 tested, 0.95% active; AID 720553, 2013;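 active means maximum activity change below -70%; inconclusive means maximum activity change from -70% to -50%; inactive means maximum activity change above -50%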;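 further: thallium influx rate constant from kinetic fluorescence after stimulation buffer; on the % scale 0 is the no-effect control and ±100 the full control effect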
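Normalized rate constant (relative to positive and negative DMSO controls) derived from a 2 min kinetic fluorescence read after stimulation; U2OS cells expressing the 3.1 isoform via virus at 1.77 x 10^8 /mL.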
TRPV1 ag: HTS Assay for Compounds that Act as Agonists of the Vanilloid Receptor 1 | Transient receptor potential cation channel subfamily V member 1 (Homo sapiens), Q8NER1 | TRPV1-expressing cells, Fluo-8 calcium influx, agonist mode | activation, % at 8.33 µM | 320,000 tested, 0.19% active | AID 540275, 2011; in the data active means activation above about 80%; inconclusive means between about 30% and that limit; further: 0% is about no effect
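Fluo-8 calcium influx in TRPV1-expressing cells, kinetic read (ex 480/em 520 nm). Compound added and read 3 min for agonist activity, followed by capsaicin at EC20 final and 2 min further read for enhancement.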
Giardia kill: Small Molecules that selectively kill Giardia lamblia: qHTS; Giardia lamblia trophozoite viability; activity change, % at 7.66 µM, hits read low; 340,000 tested, 0.15% active; in the data active means activity change below about -80%; inconclusive means between about -30% and that limit;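 further: parasites exposed to compound for two days anaerobically before the ATP read; on the % scale 0 is the no-effect control and ±100 the full control effect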
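Killing of trophozoites was scored by loss of ATP luminescence after a 48 hrs anaerobic exposure to compounds at 37 deg C, using 100 cells per well.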
* = called active by the depositor; ? = inconclusive; . = not tested or not shown; & = joins results of further samples; [ ] = another dose, or the depositor's remark. Unless noted, the call rests on the fitted dose curve; in most records, active means well fitted curve in the direction sought with a large enough effect; inconclusive means small, poorly fitted or top-dose-only effect, or another doubt; inactive means no such curve, though single readings can be large; an effect the other way counts as inactive or inconclusive. Only part of the results is shown, so the mix of outcomes need not match the whole.

SMILES	PKM2 activator	Coupling enz	Menin-MLL TR inh	USP2a inh	GALK inh	MLL CXXC-DNA inh	B2AR arrestin	KCNH2 WT inh	KCNH2 3.1 block	TRPV1 ag	Giardia kill
COCCNC(=S)N1CCC(NC(=O)c2ccco2)CC1	-2.3%	0.4	11.1%	0.1%	6.3%	-1.4%	0.1%	-13.6	8.5	-0.3	-15.8
COC(=O)CSc1nc(C)c(Oc2ccccc2)c(=O)[nH]1	-2.8%	-3.1	-10.9%	2.0%	-1.6%	1.6%	0.3%	-4.2	-3.7	0.8	0.4
O=C(CSc1nc2ccccc2c(=O)[nH]1)N1CCN(c2ccccc2F)CC1	-6.2%	3.7	-18.8%	-0.4%	4.8%	9.7%	0.0%	1.0	-4.6	1.9	-1.6
CS(=O)(=O)Nc1nnc(C2CCCC2)s1	-1.5%	-2.9	10.5%	1.0%	-0.1%	-13.9%	-0.1%	10.7	1.9	0.4	-11.3
CCOc1cccc(-c2nnc(SCC(=O)NC3CC3)n2C)c1	3.7%	3.2	15.4%	-0.3%	-5.3%	-1.0%	-2.0%	-12.1	-5.0	-9.4	16.0
CC(C)Cn1c(N)c(C(=O)COC(=O)c2cc(C3CC3)nc3ccccc23)c(=O)n(C)c1=O	-0.7%&-0.8%	-3.5&1.3	37.7%&-2.2%[activator]	-5.6%	.	-0.8%	4.2%	-2.1	-19.0	-2.7	-0.8
COc1cc2c(cc1NC(=O)COC(=O)/C=C/c1ccc([N+](=O)[O-])cc1)oc1ccccc12	0.3%	-3.9	.	0.0%	-1.9%	-15.8%	-0.2%	-1.8	-22.0	2.8	-4.8
Cc1ccc(SCCNS(=O)(=O)c2ccc3c(c2)OCCO3)cc1	7.0%	-1.8	26.9%	2.5%	-4.1%	-1.7%	-0.3%	8.5	3.0	4.7	0.7
CC1=C(C(=O)OC(C)C)C(c2cccs2)NC(=S)N1 (stereo not given)	17.8%	3.1	12.1%	1.3%	-0.3%	-0.4%	0.1%	-1.4	3.2	-1.7	10.2
CNC(=S)N/N=C/c1c(C)c(C(=O)c2ccc(F)cc2)n2ccccc12	.	-4.4	?	-2.7%	.	8.4%	0.0%	-3.3	1.6	-8.2	20.8
O=c1ccc2cc(O)c(O)cc2o1	-1.4%	1.4&-0.5&-0.9	1.3%	0.1%	.	12.5%	4.0%	4.5	-1.3	0.5	-3.7
CSc1nsc(/C=C/Nc2ccc(C)cc2)c1C#N	5.4%	0.7	5.4%	.	0.7%	?	.	-1.1	-7.0	3.0	-12.6
Cc1ccc(NC(=O)CN(C)C(=O)c2ccc(Cl)nc2)cc1	.	5.4	0.6%	-3.7%	4.2%	6.7%	-0.3%	2.7	8.5	-0.5	-15.3
CN(C)c1cccc(NC(=O)NC2(C)CCS(=O)(=O)C2)c1 (stereo not given)	-6.9%	-0.5	-10.2%	0.1%	15.4%	-15.7%	-1.1%	-7.7	-11.9	-1.9	7.4
COc1cc(S(=O)(=O)Nc2ccccc2)ccc1N=Cc1c(C)[nH]n(-c2ccc(C)cc2)c1=O	-12.8%	-0.4	1.3%	2.4%	-5.8%	10.1%	-0.5%	.	.	-3.1	.
CCOC(=O)C1=C(c2ccccc2)OC(N)=C(C#N)C1c1cccs1 (stereo not given)	3.5%	-4.6	-20.7%	1.0%	-1.5%	-3.5%	0.4%	-10.6	-1.8	1.5	-1.9
O=C(O)c1cc(Nc2nc(N3CCOCC3)nc(N3CCOCC3)n2)ccc1Cl	1.5%	0.7	5.4%	-1.3%	-9.3%	3.6%	-0.6%	8.4	10.2	-5.7	-8.2
COc1ccc(Cn2c(=S)[nH]c3cc(C(=O)NCc4cccnc4)ccc3c2=O)cc1	.	2.1	-16.3%	8.7%	0.2%	28.6%	0.1%	8.2	1.3	-0.6	-9.8
COc1ccc2nc(NC(=O)CSCc3c(C)noc3C)sc2c1	.	.	.	-0.5%	.	.	0.2%	-6.9	9.1	0.2	-15.9
O=C(O)c1ccccc1/C=N/NC(=O)C1CCCC1	0.8%	1.2	-16.6%	-0.5%	4.2%	0.9%	3.2%	-36.6	11.2	-4.6	-3.5
COCCCNc1nc2c(-c3ccc(C)cc3)nnn2c2ccccc12	.	-0.3	14.5%	1.6%	2.1%	3.9%	0.3%	-0.9	-0.1	-4.1	1.3
Cc1c(O)nc2ccccn2c1=O	-6.2%	-0.9	.	3.0%	4.9%	-4.3%	-0.1%	-6.5	29.3	2.7	-10.2
COC(=O)[C@H](Cc1ccccc1)NC(=O)Nc1ccc(C)cc1	-7.4%	9.0	.	1.7%	0.4%	-1.9%	0.3%	7.0	-3.1	16.7	-3.2
Cc1ccc(S(=O)(=O)N2CCCC2C(=O)OCc2ccco2)cc1 (stereo not given)	18.6%	-1.1	8.8%	2.3%	0.1%	11.0%	0.0%	-13.5	2.4	-5.0	5.4
CCCCC(=O)N(Cc1ccc2c(c1)OCO2)Cc1nc2ccccc2c(=O)[nH]1	?	0.1	-21.0%	-1.4%	-2.0%	13.8%	-0.3%	5.8	22.3	2.4	5.1
O=C(N/C=C/c1ccco1)OCc1ccccc1	16.5%	-1.7	?	4.1%	-0.3%	?	0.0%	-17.3	32.4	-4.0	-5.9
CC(C)(CNS(=O)(=O)c1ccc(Br)s1)N1CCOCC1	.	.	.	-4.9%	.	.	0.8%	0.2	-16.4	.	-15.1
CCCc1[nH]nc2c1C(c1ccc(OC(=O)N3CCOCC3)cc1)C(C#N)=C(N)O2 (stereo not given)	0.5%	-2.1	6.1%	-1.0%	-3.6%	4.6%	0.5%	0.4	-6.4	-0.7	-12.1
COCC(C)NC(=O)c1cccc(Cl)c1 (stereo not given)	-0.4%	3.3	1.8%	.	3.2%	7.7%	.	2.1	3.9	-3.2	-13.1
COc1ccc(Cl)cc1NC(=S)NNC(=O)CC(C)C	2.0%	-4.9	21.6%	3.0%	-0.2%	-5.0%	-0.6%	2.2	-2.0	4.5	-19.4
Cc1cccc(C)c1NC(=O)CN(C)C(=O)C1CCCCC1	.	.	.	-3.0%	.	.	0.2%	-2.1	18.3	-0.9	2.8
OCc1c[nH]c2ccccc12	.	0.1	8.9%	0.5%	.	.	-0.2%	4.5	-7.7	-2.6	14.0
COCCCNC(=S)N1CCN(c2ccc([N+](=O)[O-])cc2)CC1	0.8%	-0.9	-5.4%	-1.2%	0.1%	15.0%	-0.2%	5.4	-16.9	13.2	-0.3
COc1ccc(N2CC(C(=O)Nc3nc4ccc(OC)cc4s3)CC2=O)cc1 (stereo not given)	.	1.9	?	-11.9%	1.1%	-14.1%	-1.0%	-19.4	-29.8	0.7	-14.5
CCNC(=S)NNC(=O)Cc1ccccc1	-0.4%	-1.6	19.7%	1.2%	6.1%	0.5%	-0.7%	0.9	2.6	-2.5	14.7
O=C(Cn1cc(CCO)nn1)N1CCNCC1	-0.5%	-1.9	16.4%	-0.9%	-1.4%	?	-0.7%	3.9	-20.3	-0.7	-4.5
Nc1cc(N2CCCC2)ccc1[N+](=O)[O-]	0.9%	0.9	-14.8%	1.2%	-1.6%	10.7%	0.2%	-11.2	-10.5	2.6	4.0
COc1ccc(CS(=O)(=O)CC(C)(O)c2ccccc2)cc1 (stereo not given)	.	0.2	-14.2%	1.0%	-1.2%	?	0.0%	2.5	7.2	2.3	9.5
O=C(Nc1ccc(Oc2ccccc2)nc1)C1CCCCN1Cc1cccc(OCCO)c1 (stereo not given)	6.0%[0.46 µM]	-3.9	-1.3%	-1.3%	0.1%	18.2%	-0.8%	-8.2	13.7	-3.5	51.0[activator]
Cc1ccc(Sc2c([N+](=O)[O-])ncn2C)cc1	0.2%	0.6	-15.0%	1.5%	.	-4.2%	0.2%	-1.6	-2.3	1.4	-5.6
